# ssDAF-12 act – S. stercoralis DAF-12 nuclear receptor activators, primary screen, cell-based, luminescence, HEK293, GRIP1 co-expression, lit1-tk-luc; Nuclear hormone receptor DAF-12 (Strongyloides stercoralis); HEK293 ssDAF-12/GRIP1 lit1-tk-luc reporter; % of 3 µM dafachronic acid response; activation, % at 6.8 µM; hit rate 1% among 370,000;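 active means activation above the mean over all tested compounds plus 3 SD, cut at about 0.9% in these data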;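 further: 0% = DMSO-only wells and 100% = 3 µM delta7-dafachronic acid wells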
# NPR1 activator – GC-A stimulated cGMP production enhancers – HEK293 GC-A cells, cGMP TR-FRET, EC30 ANP, primary screen. 0% at EC30 ANP, 100% saturating ANP. activation, % at 10 µM. hit rate 0.14% among 370,000. AID 1671463, 2021; in the data active means activation above about 40%
# ADAM17 inh – ADAM17 inhibitors, primary screen, biochemical, QFRET. Disintegrin and metalloproteinase domain-containing protein 17 (Homo sapiens), P78536. recombinant ADAM17, EDANS/DABCYL FRET peptide cleavage. inhibition, % at 6.95 µM. hit rate 0.83% among 370,000. AID 720648, 2013;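 active means inhibition above the mean of compounds lying between control limits plus 3 SD, set per campaign, cut at about 8.5% in these data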;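 further: 0% = DMSO-only wells as the low control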
# hgDAF-12 ag – H. glycines DAF-12 receptor agonists, primary screen, cell-based, luminescence, HEK293, GAL4 fusion, UAS-luciferase; Nuclear hormone receptor DAF-12 (Heterodera glycines), GAL4 fusion; HEK293 GAL4-hgDAF12 UAS-luciferase reporter, agonist luminescence; normalized to butyrate control; activation, % at 6.8 µM; hit rate 1.8% among 370,000; AID 687014, 2013;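 active means activation above a cutoff set at the mean of all screened compounds plus 3 SD, cut at about 10% in these data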;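 further: 0% = DMSO wells and 100% = sodium butyrate wells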
# ADAM10 inh – human ADAM10 inhibitors, primary screen, biochemical, QFRET, HTS; Disintegrin and metalloproteinase domain-containing protein 10 (Homo sapiens), O14672; recombinant ADAM10, EDANS/DABCYL FRET peptide cleavage, 3 h; hit rate 0.62% among 370,000; AID 720582, 2013; inhibition, % at 7 µM;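 active means inhibition above a per-campaign cutoff equal to the mean of compounds falling between control-based bounds plus 3 SD, cut at about 20% in these data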;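 further: 0% = DMSO wells while the 100% control is not disclosed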
# Target sequence (O14672 214-748 limits assumed): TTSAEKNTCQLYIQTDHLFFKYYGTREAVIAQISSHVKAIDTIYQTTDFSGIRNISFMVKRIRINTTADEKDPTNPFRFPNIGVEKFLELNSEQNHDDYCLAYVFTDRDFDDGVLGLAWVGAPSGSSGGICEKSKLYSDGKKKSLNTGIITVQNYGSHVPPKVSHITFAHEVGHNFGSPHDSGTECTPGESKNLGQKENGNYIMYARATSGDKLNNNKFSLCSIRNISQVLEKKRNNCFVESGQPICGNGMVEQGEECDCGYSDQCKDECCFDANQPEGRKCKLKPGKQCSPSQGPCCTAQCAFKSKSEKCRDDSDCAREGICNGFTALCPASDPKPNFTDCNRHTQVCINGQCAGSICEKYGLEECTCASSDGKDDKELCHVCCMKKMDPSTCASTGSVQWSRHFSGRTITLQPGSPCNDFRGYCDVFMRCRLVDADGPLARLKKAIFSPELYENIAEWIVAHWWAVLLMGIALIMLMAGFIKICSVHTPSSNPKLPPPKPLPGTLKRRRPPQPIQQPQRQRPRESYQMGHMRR
# GAA850 FXN act – FXN promoter activators, primary screen, cell-based, luciferase luminescence, HEK293 lucGAA850. HEK293 lucGAA850 FXN promoter luciferase reporter, 24 h; percent of 10 µM SAHA response. activation, % at 6 µM. hit rate 0.56% among 360,000. AID 540364, 2011;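 active means activation above the average of all compounds screened plus 3 SD, cutoff fixed separately per campaign, cut at about 7.5% in these data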;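 further: 0% = DMSO wells and 100% = 10 µM SAHA wells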
# DAX1 inh-1 – DAX1 (NR0B1) inhibitors, primary screen, cell-based, HEK293, Gal4-DAX1, luciferase luminescence. HEK293 Gal4-DAX1 luciferase reporter. inhibition, % at 6.75 µM. hit rate 0.99% among 340,000. Nuclear receptor subfamily 0 group B member 1 (Homo sapiens), P51843. AID 504766, 2011;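 active means inhibition above the mean over all tested compounds plus 3 SD, cut at about 4.2% in these data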;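 further: 0% = DAX1-transfected cells with DMSO and 100% = empty-vector control cells with DMSO; inhibition shows as a rise in luminescence from relieved DAX1 repression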
# Target sequence (P51843 207-470 limits assumed): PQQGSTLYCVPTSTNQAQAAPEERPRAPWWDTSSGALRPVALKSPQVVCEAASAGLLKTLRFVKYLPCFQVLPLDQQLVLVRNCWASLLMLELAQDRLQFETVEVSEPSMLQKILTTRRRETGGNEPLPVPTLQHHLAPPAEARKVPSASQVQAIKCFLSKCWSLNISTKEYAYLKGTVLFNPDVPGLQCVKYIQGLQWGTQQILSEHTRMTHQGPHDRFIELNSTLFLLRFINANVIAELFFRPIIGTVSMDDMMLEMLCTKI
# PG9 Ab binder – binders of HIV-1 gp120 antibody PG9, primary screen, biochemical, TR-FRET; HIV-1 gp120 / PG9 antibody interaction; TR-FRET gp120-PG9 antibody binding; inhibition, % at 6.7 µM; hit rate 0.43% among 360,000; in the data active means inhibition above about 8.5%
# SMARCA2 activ – SMARCA2 (BRM) function activators, primary screen, cell-based, luminescence, high throughput. MG213 cells, MMTV-luciferase reporter, dexamethasone, overnight. AID 652017, 2013. hit rate 1% among 370,000. activation, % at 9.1 µM; in the data active means activation above about 7.8%;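 further: 0% = vehicle wells and 100% = reference activator wells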
# DAX1 inh-2 – DAX1 (NR0B1) inhibitors on StAR promoter, primary screen, cell-based, luminescence, SF-1 (NR5A1), full-length DAX-1; HEK293T StAR-luciferase reporter, SF-1/DAX-1 repression relief; hit rate 1.1% among 370,000; inhibition, % at 6.8 µM; AID 652010, 2013;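 active means inhibition above the mean over all tested compounds plus 3 SD, cut at about 3.6% in these data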;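 further: 0% = DAX-1 cells with DMSO and 100% = cells lacking DAX-1 with DMSO; higher inhibition means more luminescence from relief of DAX-1 repression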
# hcDAF-12 act – H. contortus DAF-12 nuclear receptor activators, primary screen, cell-based, luminescence, HEK293, lit1-tk-luc reporter; HEK293 hcDAF-12 lit1-tk-luc reporter; 0% DMSO, 100% Δ7-dafachronic acid; activation, % at 6.8 µM; hit rate 1.4% among 370,000;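 active means activation above the mean of all tested compounds plus 3 SD, cut at about 5.5% in these data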;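 further: 100% = response to 3 µM Δ7-dafachronic acid high control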
# * = called active by the depositor; i = inactive; . = no result given.
SMILES,ssDAF-12 act,NPR1 activator,ADAM17 inh,hgDAF-12 ag,ADAM10 inh,GAA850 FXN act,DAX1 inh-1,PG9 Ab binder,SMARCA2 activ,DAX1 inh-2,hcDAF-12 act
COc1ccc(/C=N/N2CCN(c3ccc(Cl)cc3)CC2)cc1O,-1.6,-4,1,-0.3,3,-1.9,-1.7,-2.0,-2,-0.8,-3.0
CS(=O)(=O)c1ccc2nc(NC(=O)CN3CCC(Cc4ccccc4)CC3)sc2c1,-1.0,-1,-3,1.0,9,-0.9,-1.4,-1.4,2,-0.8,-2.8
Cc1occc1C(=O)Nc1ccc(S(=O)(=O)N2CCN(C)CC2)cc1,-1.4,0,-1,-2.0,0,0.2,-0.6,-0.2,-2,-0.3,0.1
O=C(Nc1cccc2cccnc12)c1ccccc1Br,-1.3,4,-3,1.2,-1,1.4,-1.6,-1.8,-1,0.3,0.3
O=C(C[C@H]1CC[C@@H]2[C@H](COC[C@H](O)CN2Cc2cccc(F)c2)O1)NCc1cccc(F)c1,-0.9,3,-2,-0.3,-3,.,.,1.3,-3,-1.1,-0.1
Cc1ccc(S(=O)(=O)NCC(=O)N(CC(=O)NCc2ccco2)Cc2ccc(F)cc2)cc1,-1.7,0,0,1.6,-6,-1.1,3.3,0.3,1,-0.3,-2.0
Cc1ccc([C@@H]2C[C@H]3[C@@H](CN2S(=O)(=O)c2ccc(Cl)cc2)C(=O)C[C@@H](c2cccc(Cl)c2)N3S(=O)(=O)c2ccc(C)cc2)cc1,-1.2,-2,4,-1.6,2,-0.6,-0.9,-0.4,0,-0.4,-0.7
CCOC(=O)/C(=N/Nc1ccc(OC)cc1)N1CCCc2ccccc21,-1.3,0,2,-0.9,-2,-0.1,0.6,-0.6,-1,0.3,0.1
COc1ccc(C=Nn2c(-c3ccc(F)cc3)n[nH]c2=S)cc1OCc1ccccc1,-2.0,4,-1,1.9,0,.,.,.,0,-0.4,-0.2
COCCc1ncc(CN2CCC(C(=O)Nc3cccc(-c4cscn4)c3)CC2)cn1,-1.4,0,-3,-3.1,-2,1.4,-0.1,2.4,-2,-6.1,-1.8
O=C(CSc1ccccn1)Nc1cccc(NC(=O)CSc2ccccn2)n1,-1.5,4,-1,1.1,-1,-0.6,-0.6,-0.8,-2,1.1,2.9
CC1CCCCN1C(=O)CSc1nc2ccccc2[nH]1 (stereo not given),-1.2,-1,-1,3.1,-1,-0.1,0.6,-2.9,3,0.6,-1.1
CCOC(=O)c1cnn(-c2cc(C)nc3c(-c4ccccc4)cnn23)c1N,-1.3,5,-4,-0.5,6,0.9,0.8,-2.4,2,0.1,0.4
O=[N+]([O-])c1cccc(C(=Nc2ccccc2)NO)c1,-1.5,-1,0,0.8,-2,3.4,-1.1,1.1,-4,-0.7,-0.3
O=C(N/N=C\c1ccoc1)c1ccco1,-0.6,-1,-4,7.8,-3,4.6,2.1,-0.1,2,6.6*,3.5
O=C(N/N=C/c1ccc2c(c1)OCO2)c1ccc(NC(=O)c2ccccc2Cl)cc1,-1.1,-1,-6,-0.3,-11,1.9,-1.6,2.4,-3,-0.1,-1.7
O=C(c1ccco1)N1CCCC(N2CCN(c3cccc(C(F)(F)F)c3)CC2)C1 (stereo not given),-1.0,-2,-3,-1.4,7,-0.9,-0.9,-0.9,-1,-5.7,-0.8
CCCCCN1CC(=O)N2C(C)c3[nH]c4ccccc4c3C[C@H]2C1=O (stereo not given in full),-1.2,-4,-6,-2.6,6,-0.1,-1.1,-1.4,2,-0.7,-2.4
COc1ccc(C)cc1S(=O)(=O)N(CC(=O)Nc1cccc([N+](=O)[O-])c1)c1ccc(C)c(C)c1,-1.4,-2,5,1.1,3,-4.8,-1.0,2.0,0,0.3,0.6
NS(=O)(=O)c1ccc(N=C2C(=O)Nc3ccccc32)cc1,0.1,2,-3,2.3,-16,-0.2,0.0,0.3,-3,0.1,-0.9
CC(=O)Nc1ccc(NC(=O)C(C)Oc2ccc(Cl)cc2Cl)cc1 (stereo not given),-1.6,6,-2,-2.9,1,2.2,-0.7,2.5,-2,-0.3,0.2
CCN(CC)CCCn1c2c(c(SCC(=O)Nc3ccc(C)c(F)c3)nc1=O)CCC2,-0.3,-1,-1,-0.7,-3,0.3,0.6,-1.0,-1,0.6,-1.0
CCOC(=O)/C(=N/O)C1=NC(C)(C)Cc2cc(C)c(C)cc21,-1.1,0,-1,-2.3,5,0.3,1.5,-2.6,2,0.2,-1.9
Cc1ccc([C@@H]2[C@@H]3C(=O)N(c4ccccc4)C(=O)[C@@H]3[C@]3(C)C(=O)N(CC4CC4)CC(=O)N23)o1,-1.2,4,0,-1.6,1,0.4,0.1,-1.6,1,1.1,-2.2
COc1ccccc1C/C(N)=N/OC(=O)/C=C/c1ccccc1,-0.9,1,8,3.7,9,-1.0,0.9,-4.1,-2,0.4,1.0
O=C(CC1Sc2ccccc2NC1=O)Nc1ccccc1[N+](=O)[O-] (stereo not given),0.2,3,0,-1.4,4,3.2,0.3,-0.9,-3,-0.1,-3.0
COc1ccc(C2C(C(=O)N3CCN(c4ccc(OC)cc4)CC3)c3ccccc3C(=O)N2C)cc1 (stereo not given),-1.6,3,-4,-1.0,4,-1.3,-0.7,2.5,-3,-1.5,-1.8
c1ccc(CCNc2nc(-c3ccccn3)cs2)cc1,-1.2,1,0,0.0,-10,1.8,-1.3,-1.4,5,0.3,2.2
Cc1cc2oc(C(=O)Nc3c(C)n(C)n(-c4ccccc4)c3=O)c(C)c2cc1C,-1.2,8,0,-0.3,-2,0.8,-0.1,-0.8,-2,-0.6,-1.1
Cc1cc(C)c(C#N)c(SCC(=O)c2cccs2)n1,-0.2,0,0,6.0,3,2.1,0.6,3.9,7,-0.8,3.9

# The closing two records of the section above open the next one:
SMILES,ssDAF-12 act,NPR1 activator,ADAM17 inh,hgDAF-12 ag,ADAM10 inh,GAA850 FXN act,DAX1 inh-1,PG9 Ab binder,SMARCA2 activ,DAX1 inh-2,hcDAF-12 act
Cc1cc2oc(C(=O)Nc3c(C)n(C)n(-c4ccccc4)c3=O)c(C)c2cc1C,-1.2,8,0,-0.3,-2,0.8,-0.1,-0.8,-2,-0.6,-1.1
Cc1cc(C)c(C#N)c(SCC(=O)c2cccs2)n1,-0.2,0,0,6.0,3,2.1,0.6,3.9,7,-0.8,3.9
CCN(CC)c1ccc2cc(C(=O)c3cccs3)c(=O)oc2c1,-0.9,-1,-15,10,-44,.,.,-2.2,8.3*,2.4,1.2
Cc1ccc(-c2nnc(SCC(=O)NCCN3C(=O)CSC3=O)n2C)cc1,-0.8,-2,1,1.0,-17,2.0,-0.3,2.1,-3,1.7,-0.3
O=C(Nc1ccc(F)c(Cl)c1)C1Cc2c(-c3cccc(F)c3)ccnc2O1 (stereo not given),-2.0,-4,6,1.1,7,-0.7,.,-2.8,-4,-0.2,-3.0
CC(=O)c1c(C)nn(C(C)CC(=O)O)c1C (stereo not given),-1.0,2,1,0.1,6,-1.4,0.2,-3.7,3,0.4,-1.1
C/C(=N\NC(=O)c1ccc2c(c1)OCO2)c1ccc(NC(=O)CCCC(=O)O)cc1,-0.6,-3,1,7.0,3,2.9,0.5,-0.7,8.3*,2.5,0.9
CCCNC(=S)Nc1ccc(Br)cc1,-0.5,3,-1,-1.1,0,-0.5,-1.5,-0.4,1,-0.5,-0.9
Cc1ccc(S(=O)(=O)N(C)C)cc1NC(=O)COC(=O)/C=C/c1cnc2ccccc2n1,-0.7,-8,-2,1.8,7,1.0,1.4,0.0,1,0.4,1.4
COC(=O)c1ccc(N)c2c(N)ccc(C(=O)OC)c12,-1.0,1,-164,-3.5,i,.,.,-13,-4,-0.7,2.1
Cc1ccccc1NC(=S)Nc1ccccn1,-0.5,2,-2,1.2,6,4.2,0.5,-1.8,6,-0.3,3.5
COc1ccc(-c2c(C)nn3c(-c4ccccc4)cc(C)nc23)cc1,-1.1,-4,-6,0.9,-7,0.5,0.0,2.3,-1,-0.3,1.4
Nc1cc(Nc2ccccc2)ccn1,-1.2,-8,0,-1.9,-2,-0.7,-0.4,0.5,0,-0.6,-0.5
CCN(CC)S(=O)(=O)c1ccc(Cl)c(C(=O)NC(C)C(c2cccs2)N2CCCC2)c1 (stereo not given),-1.9,1,-10,-0.1,7,-1.8,0.2,-2.4,-3,0.8,-1.5
S=c1cnc2ccccc2[nH]1,-0.5,1,-1,-1.7,-8,0.8,0.2,-0.4,-1,-0.1,0.1
CCCNC(=O)CN(c1ccccc1)S(=O)(=O)c1ccc(OC)c(OC)c1,-1.5,-3,-4,-0.1,-6,1.2,-0.2,-1.6,-3,-1.2,-0.5
COc1cc(NS(=O)(=O)c2cc(C)ccc2OC)c(OC)cc1Cl,-1.2,-14,1,-4.2,-3,-0.6,-0.9,1.3,-5,-0.7,-3.9
CCOc1ccc(N2CC(NS(=O)(=O)c3cccs3)CC2=O)cc1 (stereo not given),-1.0,1,-3,3.9,-3,-1.5,-0.7,-0.7,-1,-1.2,-0.6
COC(=O)c1cc(S(=O)(=O)Nc2cc(OC)cc(OC)c2)cn1C,-1.3,-8,0,0.1,-7,0.9,-0.7,-0.5,2,-1.6,-0.4
CCOc1cccc(OCCCOc2cccc3cccnc23)c1,-0.9,1,0,-4.4,-12,0.8,-0.1,-0.4,0,-0.3,-0.6
CCCCCCC1CC(C)(/C(C)=N/NC(N)=O)OC1=O (stereo not given),-0.9,2,-4,-1.7,-4,2.2,0.5,-1.2,-2,0.0,-0.4

# Bioassay records: PubChem, several laboratories

# No enrichment for hits, and some 6.8% of all compounds hit somewhere here.
